RXFP1 ag: activates the human relaxin receptor RXFP1; Q9HBX9; HEK293T-RXFP1 cAMP TR-FRET, 30 min; response scale: percent of porcine relaxin response, buffer zero; Potency, µM (highest dose often 57.5 µM), for the others: at the highest dose activation, actives largely listed as activators; 0.3% of 370,000 active; also: potency is read from the fitted curve at half-maximal effect; % is scaled to controls: 0 for no effect and ±100 for the full control effect; nearly all actives have a fitted effect of over 60% in size; many of its hits are not listed in these tables
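HEK293T cells stably expressing RXFP1 were pretreated with the PDE4 inhibitor Ro 20174, exposed to compounds for 30 min at 37C, lysed, and cAMP was read by TR-FRET. Data normalized to buffer (basal) and 29 nM porcine relaxin (100%).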
LDHA inh: blocks human lactate dehydrogenase A; P00338; purified LDHA, NADH/diaphorase-resazurin fluorescence; active compounds read low; activity change, % (values are at about 110 or 230 µM); 0.15% of 480,000 active; AID 1347041; in the data active = activity change below about -30%; inconclusive = mostly about -25% to -30%;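 also: plate controls were DMSO wells for no effect and wells without enzyme for full effect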
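Human LDH5 at 2 nM final in Tris HCl pH 7.4 with 0.06 mM NADH and 0.2 mM pyruvate, reacted 5 minutes at room temperature. Remaining NADH coupled via diaphorase/resazurin; resorufin fluorescence read at 0 and 20 minutes, normalized to enzyme-free and DMSO wells.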
D2 potentiator: positively modulates the human D2 dopamine receptor allosterically | P14416 | HEK293 T-REx D2, calcium flux, EC20 dopamine potentiation | potentiation, % at 10 µM | 0.34% of 340,000 active | AID 485347;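 active = potentiation over 3 SD above the plate norm, cut at about 30% in these data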; also: 0% is about no effect
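Tetracycline-induced HEK293 T-REx cells force-coupled to calcium signalling expressed D2; compounds were pin-added after a 10 s baseline, read kinetically 180 s, then an EC20 dopamine challenge followed with a further 180 s calcium read.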
Vif-APOBEC3F blk: inhibitors of Vif-A3F interaction; AID 602313; 0.2% of 390,000 active; Potency, µM (highest dose often 46.1 µM), inactives show at the highest dose activity, negative = active; HeLa A3F-eYFP + Vif (tagged APOBEC3F with the HIV-1 protein that degrades it), YFP fluorescence increase; also: potency is read from the fitted curve at half-maximal effect; % of control where 0% means no effect; nearly all actives have a fitted effect of over 65% in size
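Fluorescence increase (Ex 488/Em 500-530) after overnight compound treatment at 37 deg C flags inhibition of Vif-driven A3F-eYFP loss in stable HeLa A3F-eYFP/Vif cells seeded overnight beforehand.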
D1 antag: antagonists of human D1 dopamine receptor. P21728. HEK293 TREx D1 cells, calcium flux, dopamine EC80; active compounds read low. activity change, negative = inhibition, % at 10 µM. 3.2% of 360,000 active. AID 504652; in the data active = activity change below about -30%; also: % is scaled to controls: 0 for no effect and ±100 for the full control effect
Target sequence (P21728 whole entry, looked up): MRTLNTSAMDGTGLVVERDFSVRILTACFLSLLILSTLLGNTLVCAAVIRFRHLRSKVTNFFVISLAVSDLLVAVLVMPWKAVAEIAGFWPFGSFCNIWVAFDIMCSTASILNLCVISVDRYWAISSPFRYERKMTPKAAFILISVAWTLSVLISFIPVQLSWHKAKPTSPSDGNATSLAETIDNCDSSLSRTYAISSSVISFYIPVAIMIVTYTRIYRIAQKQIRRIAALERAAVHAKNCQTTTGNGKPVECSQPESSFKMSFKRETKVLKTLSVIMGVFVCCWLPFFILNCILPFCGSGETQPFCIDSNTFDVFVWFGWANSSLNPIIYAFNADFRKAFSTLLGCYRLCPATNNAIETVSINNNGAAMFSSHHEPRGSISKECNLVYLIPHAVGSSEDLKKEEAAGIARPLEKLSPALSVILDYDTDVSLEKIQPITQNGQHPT
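After overnight tetracycline induction at 30 C, force-coupled D1 HEK293 cells took up a no-wash calcium dye at room temperature. Compounds were added and monitored 180 s, and the response to EC80 dopamine was then recorded.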
D1 PAM: enhances dopamine response at the human D1 receptor | P21728 | HEK293 TREx D1 cells, calcium flux, dopamine EC20 potentiation | potentiation, % at 10 µM | 0.036% of 360,000 active | AID 504651; in the data active = potentiation above about 30%; also: 0% is about no effect
Glioma ERSR ind: ER stress response induction in glioma. U87-MG GRP78 promoter luciferase reporter, 16 h. Potency, µM, for the others: at the top dose activation, most hits filed as activators. 0.02% of 420,000 active; also: potency is read from the fitted curve at half-maximal effect; series mostly up to about 76 µM; % of control where 0% means no effect; nearly all actives have a fitted effect of over 35% in size
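Stably transfected U87-MG glioma cells carrying a GRP78-based luciferase sensor; 16 h compound incubation. Luminescence end-point read 10 min after Bright-Glo addition at room temperature.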
D1 ag: activates the human D1 dopamine receptor; HEK293 T-REx D1 cells, calcium flux, agonist mode; activation, % at 2 µM; 1% of 360,000 active; AID 504660; in the data active = activation above about 30%; also: 0% is about no effect
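Inducible HEK293 T-REx D1 cells, force-coupled to calcium signalling, were plated at 4000 cells/well with tetracycline and held overnight at 30 C. After no-wash calcium dye loading, compound-evoked calcium rise over 180 s flagged agonists.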
Vif-APOBEC3G blk: Vif-A3G binding inhibition; HeLa A3G-eYFP + Vif (tagged APOBEC3G with the HIV-1 protein that degrades it), YFP fluorescence, overnight; Potency, µM (doses to about 46.1 µM), inactives show top-dose activity, negative = active, most hits filed as inhibitors; Q9HC16; 0.076% of 410,000 active;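 also: potency is read from the fitted curve at half-maximal effect; % is scaled to controls: 0 for no effect and ±100 for the full control effect; nearly all actives have a fitted effect of over 60% in size; hits raise eYFP signal because A3G escapes Vif-driven loss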
Target sequence (Q9HC16 whole entry, looked up): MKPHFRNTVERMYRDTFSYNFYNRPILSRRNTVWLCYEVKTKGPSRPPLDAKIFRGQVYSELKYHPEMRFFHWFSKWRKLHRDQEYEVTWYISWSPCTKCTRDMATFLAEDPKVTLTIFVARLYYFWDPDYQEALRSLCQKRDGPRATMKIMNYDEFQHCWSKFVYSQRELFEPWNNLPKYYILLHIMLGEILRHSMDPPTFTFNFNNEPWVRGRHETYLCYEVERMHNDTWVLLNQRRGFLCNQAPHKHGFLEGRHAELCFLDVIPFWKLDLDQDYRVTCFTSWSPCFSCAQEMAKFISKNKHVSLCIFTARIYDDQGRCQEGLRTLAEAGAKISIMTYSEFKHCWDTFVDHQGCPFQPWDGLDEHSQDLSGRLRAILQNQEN
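HeLa cells stably expressing Vif and C-terminally eYFP-tagged A3G, seeded overnight at 37 deg C, then exposed to compound by pintool overnight at 37 deg C. Rise in yellow fluorescence (Ex 488/Em 500-530, Acumen) marks blocked Vif-driven A3G degradation.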
An asterisk follows results filed as active; ? = inconclusive; nt = not tested or not shown. Unless noted, calls follow the shape of the dose curve; as a rule, active = well fitted curve in the direction sought with a large enough effect; inconclusive = small, poorly fitted or top-dose-only effect, or another doubt; inactive = no such curve, though single readings can be large; an effect the other way counts as inactive or inconclusive. This is a subset. The share of hits here may be higher or lower than overall.

compound	Vif-APOBEC3F blk	RXFP1 ag	D2 potentiator	D1 antag	D1 PAM	Vif-APOBEC3G blk	LDHA inh	D1 ag	Glioma ERSR ind
CC1(C)Cc2c(c(N3CCOCC3)nc3sc(C(=O)N4CCCCC4)c(N)c23)CO1	-2%	3.7%	10	-7	0	3%	0	2	-6%
O=C(Nc1ccc(F)c(Cl)c1)C1CCCN(S(=O)(=O)c2cccc3nsnc23)C1 (centres undefined)	-15%	5.5%	12	-11	2	0%	-6	-1	0%
Cc1cccc(NCN2C(=O)c3ccccc3C2=O)c1	3%	2.0%	-3	-15	-3	2%	-4	1	1%
Cc1nc2ccccc2c(=O)n1NC(=O)c1ccc(Cl)c(Cl)c1	-11%	3.0%	nt	1	-8	1%	-14	4	-4%
CCS(=O)(=O)c1nc(S(=O)(=O)c2ccc(Cl)cc2)c(N2CCC(O)CC2)s1	2%	16%	8	13	3	-1%	-9	3	6%
CCCCOc1ccc(C(C)NC(=O)c2cccc(Nc3nc4ccccc4n4nnnc34)c2)cc1 (centres undefined)	?	4.6%	0	-5	0	-2%	-3	1	-2%
O=C(c1cnsn1)N1CCC(CO)(Cc2cccc(F)c2)CC1	-4%	4.7%	12	-1	3	0%	-4	1	10%
COc1cc(C2Nc3ccccc3C(=O)N2c2ccccc2)ccc1O (centres undefined)	2%	-0.5%	11	-5	-5	-7%	9	2	5%
CCC(C)[C@H](NC(=O)C1CC(=O)N(c2ccc3c(c2)OCCO3)C1)C(=O)N1CCCCC1 (some centres undefined)	2%	1.4%	15	1	0	-5%	-1	0	-8%
CC(C)C[C@H](NC(=O)c1nc[nH]c1C(=O)NCCCCCNC(=O)OC(C)(C)C)C(=O)OC(C)(C)C	-1%	4.2%	-2	0	-3	-2%	5	2	-6%
O=C(Nc1ccc2nc(-c3ccccc3)[nH]c2c1)c1ccco1	4%	0.2%	nt	-12	-4	-9%	0	-1	8%
O=C(O)c1ccccc1CSc1nnc2c(n1)[nH]c1ccccc12	-10%	?	-3	0	-4	-4%	-3	3	-4%
Cn1cc(CCNC(=O)CC2C(=O)NCCN2CC(c2ccccc2)c2ccccc2)cn1 (centres undefined)	-4%	-1.8%	-10	-2	0	-1%	-1	1	5%
Cc1nn(C(C)C(=O)NNC(=S)Nc2ccc(F)cc2)c(C)c1[N+](=O)[O-] (centres undefined)	-1%	1.7%	19	4	-1	-2%	-4	0	-4%
CS(=O)(=O)c1ccc2nc(NC(=O)CN3C(=O)NC4(CCCC4)C3=O)sc2c1	-14%	-1.8%	5	1	2	3%	-4	0	-4%
Cc1ccc(-c2nnc(CN3CCN(C)CC3)o2)cc1	7%	0.8%	-10	-2	-4	1%	-7	3	3%
CCOc1ccc(S(=O)(=O)NCC2CCCO2)c2ccccc12 (centres undefined)	9%	2.0%	4	20	-7	-1%	-9	3	-5%
COc1cc(/C=N/NC(=O)c2ccc(-c3ccccc3)cc2)cc(OC)c1OC	-22%	-0.3%	-1	-14	-1	-6%	0	3	-3%
CCc1ccc(-n2c(SCc3cccc(F)c3)nc3[nH]ncc3c2=O)cc1	1%	-1.3%	8	-14	2	-4%	5	1	2%
COc1ccccc1CCNC(=O)c1ccc(NC(=O)N2CC(C)Sc3ccccc32)cc1 (centres undefined)	6%	-4.1%	-4	-16	-3	2%	-7	2	0%
Cc1ccc(-c2nc(-c3cccs3)c(-c3cccs3)[nH]2)cc1	1%	18%	-12	-33*	-3	-2%	-7	4	-4%
COc1ccc(N(CC(=O)NCC2CCCO2)C(=O)CCC(=O)Nc2nccs2)cc1 (centres undefined)	3%	nt	nt	nt	nt	0%	-4	nt	-2%
Cc1ccnc(NS(=O)(=O)c2ccc(NC(=O)Cc3cccs3)cc2)n1	-3%	0.9%	nt	9	-2	-3%	-3	2	-4%
Cc1cccc(N2CCN(C(c3ccccc3)c3nnc(-c4ccccc4Cl)o3)CC2)c1C (centres undefined)	-4%	-0.6%	-6	3	6	1%	1	3	-1%
C=CCN(c1ccccc1)S(=O)(=O)c1cccc(C(=O)NCC(c2ccc(OC)cc2)N2CCCCC2)c1 (centres undefined)	-1%	1.5%	-27	30	-6	3%	-2	7	-3%
O=C(N/N=C\CCc1ccccc1)c1ccco1	6%	0.2%	1	2	8	-1%	-3	1	2%
Cc1ccc(C(=O)C[n+]2cccc3cc(C)ccc32)cc1	-3%	3.7%	-4	-12	-4	-6%	0	8	-3%
Cc1noc(C)c1C(=O)NCC(=O)Nc1ccccc1Br	6%	nt	nt	nt	nt	2%	-16	nt	-5%
N#C/C(=C\c1cc2c(cc1Br)OCO2)C(=O)NCC1CCCO1 (centres undefined)	4%	-1.8%	-6	-12	-7	1%	-4	0	5%
COc1cccc(S(=O)(=O)N(C)C[C@@H]2Oc3cc(C#CCN(C)C)ccc3S(=O)(=O)N([C@H](C)CO)C[C@@H]2C)c1	13%	nt	nt	nt	nt	2%	1	nt	-5%
Cc1ccc(NC(=O)CCn2c(=O)c3cccn3c3ccccc32)c(Cl)c1	-1%	-0.7%	11	-11	-4	0%	-8	16	-7%
COc1ccc(N=Cc2sc(O)c3ccccc23)cc1	-17%	4.0%	-1	-82*	9	13µM*	-2	544*	2%
CC1=C(C(=O)N2CCCCCC2)C2(CCC(C)CC2)OC1=O (centres undefined)	0%	-1.1%	22	8	-10	1%	0	2	-1%
Cc1cccnc1NC(=O)CCCc1c[nH]c2ccccc12	2%	1.7%	24	-4	10	-4%	1	8	10%
O=C(OCc1ccco1)c1ccc(S(=O)(=O)N2CCCCC2)cc1	-9%	1.4%	13	-5	-1	-1%	-6	1	-4%
CCN1C(=O)[C@H]2[C@@H](c3ccc(C)cc3)N[C@]3(CCCN(Cc4ccc(OC)cc4)C3=O)[C@H]2C1=O	-4%	nt	nt	nt	nt	0%	-8	nt	-4%
CCCCCN(C(=O)CCC(=O)OCc1cc(C(C)=O)ccc1OC)c1c(N)n(CCCC)c(=O)[nH]c1=O	-11%	2.8%	-2	4	-4	-2%	-12	1	2%
Cc1cc(C)c(NC(=O)COC(=O)CCn2c(C)csc2=O)c(C)c1	-15%	2.4%	17	0	1	3%	1	2	1%
COc1ccc(C2NC3=C(CCC3)C3(C#N)C4(N=C(N)C23C#N)OCCO4)cc1 (centres undefined)	-19%	3.0%	20	14	3	-1%	-5	2	-12%
CC(C)C(OC(=O)c1nsc(Cl)c1Cl)C(=O)NC1CCCCC1 (centres undefined)	-4%	13%	-3	-8	-3	-1%	-18	-4	-3%

2 compounds picked at random from those above:
compound	Vif-APOBEC3F blk	RXFP1 ag	D2 potentiator	D1 antag	D1 PAM	Vif-APOBEC3G blk	LDHA inh	D1 ag	Glioma ERSR ind
COc1ccc(N=Cc2sc(O)c3ccccc23)cc1	-17%	4.0%	-1	-82*	9	13µM*	-2	544*	2%
Cc1cccnc1NC(=O)CCCc1c[nH]c2ccccc12	2%	1.7%	24	-4	10	-4%	1	8	10%

Remaining list, next part.
compound	Vif-APOBEC3F blk	RXFP1 ag	D2 potentiator	D1 antag	D1 PAM	Vif-APOBEC3G blk	LDHA inh	D1 ag	Glioma ERSR ind
C=CCNC(=S)N1CCN(c2cccc(C(F)(F)F)c2)CC1	-5%	0.2%	5	-9	1	-1%	0	4	0%
Cc1ccccc1C(=O)c1ccc2c(c1)n(C)c(=O)n2C	0%	5.7%	1	-1	-5	-1%	3	5	-2%
O=C(CCc1nc2ccccc2c(=O)[nH]1)Nc1ccc(Cl)c(Cl)c1	0%	2.7%	-23	-6	-3	-2%	0	1	-3%
Cc1ccc(CCNC(=O)c2cccc(Nc3nc4ccccc4nc3-n3nc(C)cc3C)c2)cc1	-9%	-3.8%	5	-5	-3	3%	-9	1	-1%
COc1ccc(-c2noc(CN(C)C(=O)Nc3ccccc3)n2)cc1	2%	-0.4%	11	4	-3	4%	-9	4	-2%
Cc1cc(C(=O)COC(=O)C2=COCCO2)c(C)n1-c1ccccc1	0%	nt	nt	nt	nt	-6%	-2	nt	-14%
O=C(c1cccc2ccccc12)C1CCCN(C(=O)CCN2CCCO2)C1 (centres undefined)	?	4.3%	10	-8	-8	2%	-3	6	1%
Cc1ccc(NC(=O)Cn2cnc3c(NCc4ccccc4)ncnc32)cc1C	10%	nt	nt	nt	nt	-2%	-3	nt	-3%
CC(=O)Nc1ccccc1NC(=O)C/C(C)=N/NC(=O)c1ccncc1	1%	2.1%	-6	17	-2	-6%	-6	2	6%
CC(=O)c1sc(NC(=O)c2ccc(F)cc2)nc1-c1ccccc1	2%	?	-6	2	-1	3%	-8	1	4%
COc1ccc(-n2ncc3c(=O)n(CC(=O)Nc4ccc(S(=O)(=O)N5CCOCC5)cc4)cnc32)cc1	6%	4.3%	14	10	-7	-2%	0	2	-4%
CCCCN1C(=O)/C(=C2/Sc3ccc(Cl)cc3N2CC)SC1=S	nt	-4.2%	7	-16	-1	nt	nt	1	nt
O=C(c1cccn1-c1nnc(N2CCCC2)s1)N1CCN(c2ccccc2)CC1	1%	4.5%	10	-1	-4	0%	-2	1	1%
CCN(CC)C(=O)C1=C(C)N(Cc2ccccc2)C(=O)C(CC(=O)NCCCCc2ccccc2)C1 (centres undefined)	-5%	nt	nt	nt	nt	1%	0	nt	-2%
Cc1ccc(Cl)cc1Nc1nc2ccccc2n2c(C)nnc12	-17%	-1.1%	3	11	-3	1%	0	8	-3%
COc1cccc(C(=O)Cn2c(=O)n(CC3CCCO3)c(=O)c3ccccc32)c1 (centres undefined)	5%	-1.6%	-3	1	4	1%	-3	3	-1%
O=C(COC(=O)c1ccc(Cl)cc1O)Nc1cccnc1Cl	-2%	0.9%	-3	-16	-4	1%	1	6	3%
COc1cc(NC(=S)NCCO)c(OC)cc1Cl	-1%	-0.3%	nt	9	-2	4%	-9	3	0%
